Screens (PubChem BioAssay)
GRK2 inh: blocks RNA aptamer binding to human GRK2 | inhibition of aptamer binding, % at 10 µM | 330,000 compounds, 0.59% hits | bead flow cytometry, FAM-aptamer displacement from GRK2 | P25098;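 active = inhibition of aptamer binding above 40%, roughly 3 SD of noise, on plates passing a quality check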;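 note: median bead fluorescence of bound FAM aptamer so fluorescent compounds give negative values; no value below 0 was filed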
MEX-5 binding: C. elegans MEX-5 TCR-2 RNA binding activity | AID 1832 | Q9XUB2 | activity score (negative = inhibition of binding), % at 10 µM | 300,000 compounds, 0.38% hits | MEX-5/FITC-TCR2 RNA binding, fluorescence polarization; active compounds read low;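 active = inhibition past about -25% in most replicates, and total fluorescence under double the plate's negative control median, limit read from the data; inconclusive = replicates evenly split on the limit, or fluorescence at least double controls; inactive = too little inhibition in most replicates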;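 note: 0% = DMSO and -100% = 5 µM competing unlabeled TCR2 RNA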
AGP1-GFP MLPCN: alters AGP1-GFP fluorescence in TOR pathway yeast screen; S. cerevisiae AGP1-GFP multiplex flow cytometry, 3 h; GFP as percent of DMSO wells; GFP response vs DMSO, % at 10 µM; 320,000 compounds, 0.02% hits; AID 2066;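 active = GFP response relative to DMSO above a set limit, near screen average plus 3 SD, cut at about 150% in these data; inconclusive = fewer than 70 cells counted for the yeast strain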;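 note: median GFP channel fluorescence of the gated AGP1 strain per well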
Yeast superoxide: lowers age-related superoxide in aged yeast cells | superoxide response (% of plate mean), % at 10 µM | 330,000 compounds, 0.18% hits | S. cerevisiae aged cells, superoxide DHE fluorescence; active compounds read low | AID 2690;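 active = superoxide response under a set limit, about three screen SD below normal, cut at about 65% in these data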;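 note: yeast aged for seven days with compound at 30 °C before DHE staining; 100% = average MFI of all compound-treated wells on the plate with controls excluded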
CIT2-GFP yeast: alters CIT2-GFP fluorescence in TOR pathway yeast screen. 320,000 compounds, 0.065% hits. GFP response vs DMSO, % at 10 µM. S. cerevisiae CIT2-GFP strain, flow cytometry, 3 h; 100 means same as DMSO wells;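 active = GFP response relative to DMSO above a set limit, near the screen mean plus 3 SD, cut at about 150% in these data; inconclusive = Fewer than 70 cells measured for a yeast strain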;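 note: ratio of well median GFP fluorescence to mean of DMSO wells on the plate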
VLA-4 inh: inhibition in a human VLA-4 binding assay; VLA-4 expressing cells, ligand binding flow cytometry; P13612; 330,000 compounds, 0.2% hits; inhibition, % (about 7 µM as worked out from the volumes in the protocol); in the data active = inhibition above about 50%
MCL1 BIM primary: MCL1-BIM-BH3 interaction inhibition (human); Q07820; GST-MCL1 / FITC-Bim-BH3 fluorescence polarization; inhibition, % at 10.9 µM; 320,000 compounds, 0.68% hits; AID 2057;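 active = inhibition above the mean inhibition of all tested compounds plus 3 SD, set per campaign, cut at about 40% in these data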;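 note: 0% = DMSO wells and 100% = unlabeled Bim-BH3 peptide control; higher means more loss of mP so more displacement of Bim peptide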
Target sequence (Q07820 whole entry, looked up): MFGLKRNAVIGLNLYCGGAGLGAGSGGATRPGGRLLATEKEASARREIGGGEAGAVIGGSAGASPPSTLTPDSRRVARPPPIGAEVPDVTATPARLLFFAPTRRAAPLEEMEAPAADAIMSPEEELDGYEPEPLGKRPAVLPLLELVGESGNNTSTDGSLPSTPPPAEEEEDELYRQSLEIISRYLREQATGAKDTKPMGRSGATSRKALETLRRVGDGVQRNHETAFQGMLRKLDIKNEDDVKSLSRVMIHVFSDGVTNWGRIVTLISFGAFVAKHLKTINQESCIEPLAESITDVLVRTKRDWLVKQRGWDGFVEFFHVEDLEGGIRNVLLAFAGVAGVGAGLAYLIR
GLD-1 RNA inh: GLD-1-TGE RNA interaction inhibition (C. elegans) | inhibition, % at 5.96 µM | purified GLD-1 + fluorescein TGE RNA, fluorescence polarization | Q17339 | 320,000 compounds, 0.44% hits;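 active = percent inhibition above a per-plate cutoff, the plate mean of test compounds plus 3 SD, cut at about 30% in these data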;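 note: 0% = DMSO wells with GLD-1 and probe and 100% = wells lacking GLD-1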
Target sequence (Q17339 whole entry, looked up): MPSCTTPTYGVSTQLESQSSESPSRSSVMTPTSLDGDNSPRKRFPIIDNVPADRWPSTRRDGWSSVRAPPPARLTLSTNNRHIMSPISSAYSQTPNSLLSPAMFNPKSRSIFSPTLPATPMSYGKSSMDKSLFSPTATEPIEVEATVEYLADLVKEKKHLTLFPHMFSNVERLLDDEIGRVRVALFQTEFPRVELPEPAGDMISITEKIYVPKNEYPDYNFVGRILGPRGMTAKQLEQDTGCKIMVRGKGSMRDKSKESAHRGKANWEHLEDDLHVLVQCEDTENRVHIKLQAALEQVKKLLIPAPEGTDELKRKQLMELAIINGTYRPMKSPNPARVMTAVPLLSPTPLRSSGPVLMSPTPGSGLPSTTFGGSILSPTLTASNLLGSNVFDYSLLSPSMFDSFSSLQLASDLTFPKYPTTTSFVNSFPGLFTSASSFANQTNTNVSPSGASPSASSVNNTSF
BCLXL inh: inhibitors of human Bcl-xL. inhibition, % at 10.9 µM. 320,000 compounds, 0.7% hits. GST-Bcl-xL / FITC-Bim BH3 peptide fluorescence polarization;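 active = inhibition above the mean of all tested compounds plus 3 SD, cutoff set per campaign, cut at about 30% in these data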;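 note: 0% = DMSO wells and 100% = unlabeled Bim-BH3 peptide competitor; inhibitors lower millipolarization by displacing the labeled peptide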
Target sequence (Q07817 whole entry, looked up): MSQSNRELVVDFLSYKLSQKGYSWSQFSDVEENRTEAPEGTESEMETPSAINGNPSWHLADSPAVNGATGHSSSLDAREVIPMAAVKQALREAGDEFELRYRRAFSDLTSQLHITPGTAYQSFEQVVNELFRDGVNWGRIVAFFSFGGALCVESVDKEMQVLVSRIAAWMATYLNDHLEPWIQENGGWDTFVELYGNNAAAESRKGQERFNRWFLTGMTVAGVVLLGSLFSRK
* hit, by the source's call; ? = inconclusive; . = not tested or not shown; [ ] = dose if it differs, or a comment.

Structure	GRK2 inh	MEX-5 binding	AGP1-GFP MLPCN	Yeast superoxide	CIT2-GFP yeast	VLA-4 inh	MCL1 BIM primary	GLD-1 RNA inh	BCLXL inh
C=CCNCc1ccc(C(=O)NCCCCCCC)cc1[N+](=O)[O-]	0.0	0.9	101.2	98.9	94.9	6.1	5.9	0.7	3.9
NC(=O)c1ccc(N=Nc2c(-c3ccccc3)[nH]n(-c3ccccc3)c2=O)cc1	1.0	0.0	99.9	108.0	94.3	0.5	-1.7	-3.4	5.4
CC(=O)N1c2ccc(S(=O)(=O)N(C)CC(=O)Nc3ccccc3C)cc2CC1C (centres undefined)	3.0	2.7	95.7	87.3	94.3	13.7	-7.7	-5.4	-2.1
O=[N+]([O-])c1ccc(S(=O)(=O)Nc2ncccn2)cc1	5.0	4.4	97.6	89.4	93.9	30.7	4.8	-4.6	1.9
c1ccc(SCc2cn3cccnc3n2)nc1	0.0	-0.6	86.9	89.5	89.4	6.9	6.7	4.5	1.4
Cc1ccc(C(=O)Sc2cccccc2=O)cc1	1.0	0.0	84.4	101.9	74.0	6.0	18.5	-3.6	11.7
O=S(=O)(c1ccc(F)cc1)c1snnc1-c1ccccc1	0.0	1.4	100.4	84.5	.	-4.0	-1.0	4.6	4.1
Cc1nn(C)cc1S(=O)(=O)N1CCCCC1C (centres undefined)	0.0	0.4	94.5	96.9	97.0	2.6	7.2	3.3	4.9
O=S(=O)(Nc1cccnc1)c1cc(Cl)ccc1Cl	0.0	2.3	95.1	97.6	100.2	-2.3	-6.8	1.7	-1.5
Cc1cc(C)cc(-n2nnc(C(=O)NCc3ccco3)c2N)c1	2.0	1.1	102.5	87.3	103.2	9.3	8.3	4.1	10.8
CSc1nc(N)n(-c2cc(C(F)(F)F)ccn2)n1	3.0	-0.8	99.0	97.3	97.2	24.5	-6.6	-1.1	3.4
COC(=O)Cn1cnc2c(nnn2-c2ccc(OC)cc2)c1=O	0.0	0.7	103.1	115.7	99.0	2.6	1.9	-7.2	3.6
CSc1cccc(NC(=O)C2C3C=CC4(O3)C2C(=O)N(CCN2CCOCC2)C4C(=O)NC2CCCCC2)c1 (centres undefined)	0.0	-5.9	103.8	108.1	105.3	4.2	1.3	1.4	-0.3
O=C(NC(=S)N1CCCC1)c1ccccc1F	1.0	.	102.3	91.7	97.9	-10.3	17.7	5.6	7.4
CCOc1ccc(CC(=O)NCCc2cnc[nH]2)cc1	1.0	-1.6	76.2	96.6	94.0	13.7	-10.8	1.5	2.7
N#Cc1cc2c(=O)n3ccccc3nc2n(Cc2cccnc2)c1=O	4.0	-1.4	19.2[may fluoresce violet]	95.0	?	12.8	12.4	11.7	15.7
O=[N+]([O-])c1ccc2c(c1)C(N1CCOCC1)/C(=C/COc1ccc(Cl)cc1Cl)O2 (centres undefined)	4.0	3.0	93.5	88.6	102.0	8.0	-2.4	3.4	4.3
Cc1cc(C)c(C(=O)/C=C/C=C/c2ccccc2)c(=O)[nH]1	2.0	-7.4	103.3	89.3	101.8	5.9	2.3	-1.7	0.4
CCOc1ccc2nc(SCC(=O)Nc3cccc(S(=O)(=O)NC4=NCCCCC4)c3)[nH]c2c1	0.0	3.7	98.1	90.7	91.1	-7.9	-2.5	-4.0	-1.7
Cc1ccc(-n2c(SCC(=O)N/N=C/c3ccccc3C(=O)O)nnc2-c2ccc(Cl)cc2)cc1	3.0	-2.7	108.5	101.5	91.2	6.3	-2.7	-2.5	-2.5
Cc1cc(=O)oc(C)c1C(=O)NCCN(C)Cc1ccccc1	3.0	0.0	109.8	103.8	102.1	8.3	-9.6	0.3	-1.4
CS(=O)(=O)N1CCC(C(=O)N2CCC(Cc3ccccc3)CC2)CC1	0.0	1.5	96.5	101.2	103.1	4.1	-2.2	-4.7	-2.7
O=C(CCc1ccccc1)Nc1ccc(N2CCCCC2)cc1	1.0	1.8	112.8	89.2	105.1	11.6	-7.9	-2.2	-0.3
COc1ccc(CNC(=O)COC(=O)c2cncc(Br)c2)cc1	14.0	-1.1	106.6	94.3	100.2	12.5	9.3	-3.3	0.2
COC(=O)[C@@H](NC(=O)CCc1nnc(-c2ccsc2)o1)C(C)C	4.0	-0.2	105.5	96.0	105.0	-5.5	9.8	3.0	7.6
Cc1cc(NC(=O)CSc2nc3ccccc3cc2C#N)no1	0.0	-7.4	101.4	112.9	97.3	-9.2	4.1	3.2	8.3
Cc1c(C(=O)N2CCCCC2)c(S(=O)(=O)NCCc2ccc(Cl)cc2)c(C)n1C	2.0	-2.8	103.0	77.5	104.5	7.4	10.7	-3.2	10.0
COc1ccc(NS(=O)(=O)c2ccc(C)c(NC(=O)C3CCCO3)c2)cc1 (centres undefined)	1.0	.	97.5	98.4	96.3	11.6	1.3	6.5	3.3
Cc1cc(=O)oc(C)c1C(=O)N1CCN(C(c2ccccc2)c2ccccc2)CC1	1.0	-1.7	89.5	72.7	96.8	-12.6	12.9	1.1	10.3
COc1ccc(/C=N/n2c(SC)nnc(C(C)(C)C)c2=O)c(OC)c1	0.0	.	102.2	109.4	104.8	5.1	-6.9	2.0	-2.7
COC(=O)C(C)NC(=O)CNS(=O)(=O)c1ccc(F)cc1 (centres undefined)	3.0	-0.6	105.0	100.2	101.5	4.6	-0.8	5.5	4.1
O=C(C1CC(=O)N(C2CCCCC2)C1)N1CCc2ccccc21 (centres undefined)	0.0	-0.9	103.7	80.1	105.5	15.1	-2.0	-7.9	-0.8
CCOC(=O)c1sc(=S)n(C)c1N	1.0	-1.6	107.7	95.8	124.3	-7.1	5.1	5.7	3.0
COc1ccc(C(=O)O)cc1Nc1cc(C)nc2ncnn12	1.0	-4.3	100.9	90.5	104.2	-2.7	-7.8	-1.8	0.3
CCCNC(=O)NC(=O)COc1ccc2oc3ccccc3c2c1	0.0	-0.8	103.5	79.6	95.8	17.4	-4.8	1.4	-3.4
COc1ccccc1N1CCN(Cc2nc(N)nc(Nc3ccc(C)cc3)n2)CC1	0.0	-0.8	109.6	100.7	103.4	-5.4	-0.3	-5.9	1.3
CN(CCCC(=O)O)S(=O)(=O)c1ccc2c(c1)C(=O)c1cc(S(=O)(=O)N(C)CCCC(=O)O)ccc1-2	0.0	-0.8	105.0	96.1	114.3	6.5	-6.1	4.8	1.7
Cc1nn2cc(-c3cccc(Cl)c3)cnc2c1Br	0.0	-0.2	100.2	89.5	96.0	-0.6	-2.1	6.9	3.4
COc1nsnc1N1CCOCC1	1.0	0.7	103.3	95.9	119.1	3.2	-1.6	-2.4	-2.4
COc1cccc(C(=O)N2CCC(n3nccc3NC(=O)C3CCOC3)CC2)c1 (centres undefined)	3.0	-1.9	93.9	92.3	88.6	-7.5	0.7	0.8	5.7
C/C(=C\C(=O)c1sccc1Cl)N(C)C	0.0	2.1	102.4	100.9	108.1	8.0	7.5	0.5	2.4
O=C(CCC(=O)c1cccs1)Nc1ncccc1O	0.0	0.3	98.5	97.5	89.1	-2.6	20.2	3.1	12.6
NC(=O)c1cc([N+](=O)[O-])ccc1NCCN1C(=O)c2ccc(C(=O)O)cc2C1=O	1.0	2.0	101.5	98.5	101.7	6.7	-3.6	4.3	4.7
Clc1ccc(-c2c(C3=NCCCN3)nnn2-c2ccc(Cl)cc2)cc1	0.0	-1.3	94.1	98.4	97.5	3.5	.	.	.
COc1ccc(C(=O)CC(=O)C(=O)Nc2ccc([N+](=O)[O-])cc2C)cc1	0.0	-0.6	90.7	102.5	88.4	-6.9	-2.8	-0.2	-2.4
O=C(CSc1cc(Cl)ccc1Cl)NCCCn1ccnc1	0.0	3.8	100.9	104.1	105.5	-11.2	0.5	0.3	1.7
CCOC(=O)Cc1cc(=O)n2[nH]c(C(C)(C)C)cc2n1	0.0	2.0	106.0	102.5	98.0	9.8	-3.3	4.3	7.5
CCC(C)N1CC(C(=O)NC2CCCCC2)CC1=O (centres undefined)	0.0	-1.8	92.3	85.8	102.9	12.0	4.9	3.5	3.5
COc1ccccc1-c1nnc(-c2ccc(F)cc2)o1	.	-0.1	93.5	95.6	91.2	-3.2	0.2	6.2	3.7
Cc1ccc(CC(=O)Nc2cccc(C)n2)cc1	1.0	0.9	102.8	90.3	104.1	12.6	-8.0	4.6	0.4
COc1cc(OC)cc(C(=O)NCCCNC(=O)c2cccnc2)c1	0.0	1.7	101.3	97.4	105.4	0.2	2.7	3.5	3.6
CCOC(=O)c1c(C)oc2c1c1c(c3ccccc32)OCN(Cc2ccccn2)C1	1.0	-2.9	98.0	88.3	92.4	21.1	12.6	10.6	12.8
O=C(Nn1cnnc1)c1ccc(Cl)c(Cl)c1	1.0	-2.9	100.0	99.2	106.8	-8.0	-0.7	-3.1	-1.6
Cc1ccc(NC(=O)CN(C)CC(=O)Nc2c(C)cccc2C)c(Br)c1	3.0	0.4	103.2	99.6	107.5	3.6	2.5	2.4	6.8
CCOC(=O)C1CCN(C(c2cccc(OC)c2)c2sc3nc(C)nn3c2O)CC1 (centres undefined)	0.0	-1.0	105.0	105.8	107.7	13.1	6.9	2.3	0.1
CSc1ccc(/C=C(/NC(=O)c2ccco2)C(=O)N2CCCCC2)cc1	1.0	1.3	106.3	104.0	100.7	20.1	-5.3	7.1	1.9
CCCCNC(=S)NNC(=O)c1csc(C)c1C	0.0	-2.5	91.1	99.3	102.7	-12.4	9.8	-1.8	-0.2
CCOc1ccccc1N1Cc2cc(C)c(C)cc2C1	15.0	2.8	105.7	101.8	96.0	-10.8	1.0	-12.2	4.3
Cc1cccc(NC(=S)N(CCc2ccncc2)C(C)C)c1C	5.0	-1.3	103.0	89.8	100.5	-2.7	7.3	7.5	1.9
COc1cc(C2CC(=O)c3cnc(N)nc3C2)cc(OC)c1OC (centres undefined)	0.0	3.6	101.9	101.8	100.2	8.6	-2.1	10.1	0.1

Going on with the list.
Structure	GRK2 inh	MEX-5 binding	AGP1-GFP MLPCN	Yeast superoxide	CIT2-GFP yeast	VLA-4 inh	MCL1 BIM primary	GLD-1 RNA inh	BCLXL inh
COc1ccc(CCN(C)C(=O)COc2ccc(N(C)S(=O)(=O)c3ccc(C)cc3)cc2)cc1OC	2.0	-2.9	103.3	107.1	95.3	7.1	-2.4	1.5	4.3
N#CC(c1ccccc1)C1CCN(Cc2ccccc2)CC1 (centres undefined)	0.0	-0.1	98.2	93.0	103.4	5.0	3.1	-1.2	5.5
COCCNC(=S)N/N=C(\C)c1cccc(C(F)(F)F)c1	0.0	2.7	101.3	96.8	103.7	2.1	9.3	-8.8	-0.1
Cc1ccc(S(=O)(=O)N2Cc3ccccc3CC2C(=O)Nc2cc(C)on2)cc1 (centres undefined)	4.0	-1.3	97.3	94.3	92.7	7.6	-0.3	5.1	-5.3
COc1ccccc1C1C2=C(N=c3s/c(=C/c4cccc(OCC(=O)O)c4)c(=O)n31)c1ccccc1CC2 (centres undefined)	2.0	.	101.8	96.8	80.4	-17.6	20.4	5.2	16.2
